mcGAS MS inh – inhibitors of Mus musculus cyclic GMP-AMP synthase, initial high-throughput assay, cell-free, RapidFire MS; inhibition, % at 12.5 µM; recombinant mouse cGAS, cGAMP by RapidFire MS; 0.18% of 130,000 active;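 active = inhibition of cGAS enzyme activity at or above 60%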;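 also: enzyme stimulated by 45 bp dsDNA with ATP and GTP substrates; cGAMP share of summed cGAMP plus half ATP and half GTP signals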
Target sequence (Q8C6L5 whole entry, looked up): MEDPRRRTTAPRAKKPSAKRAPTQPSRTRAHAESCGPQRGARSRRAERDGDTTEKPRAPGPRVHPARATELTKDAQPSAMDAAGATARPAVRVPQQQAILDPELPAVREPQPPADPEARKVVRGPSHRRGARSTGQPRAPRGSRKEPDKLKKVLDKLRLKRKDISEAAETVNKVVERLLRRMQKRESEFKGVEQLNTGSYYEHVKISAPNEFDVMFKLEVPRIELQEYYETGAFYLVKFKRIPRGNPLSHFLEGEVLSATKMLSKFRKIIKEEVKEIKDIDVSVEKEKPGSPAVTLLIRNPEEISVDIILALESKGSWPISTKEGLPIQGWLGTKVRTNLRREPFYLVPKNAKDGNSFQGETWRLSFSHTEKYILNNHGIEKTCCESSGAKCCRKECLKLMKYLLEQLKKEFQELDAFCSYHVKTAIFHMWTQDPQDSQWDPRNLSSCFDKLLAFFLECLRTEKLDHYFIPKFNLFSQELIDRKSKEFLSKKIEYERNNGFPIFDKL
* hit, by the source's call; & = joins results of further samples.

`COCCn1c(C)cn2c3c(=O)n(CC(=O)OCc4ccccc4)c(=O)n(C)c3nc12` gave mcGAS MS inh -5.
CC(C)C(CNS(=O)(=O)CC1CCCCC1)N1CCN(C)CC1 (configuration not stated) was read as mcGAS MS inh -9.
For CC(=O)N1CCc2cc(C(=O)C(C)OC(=O)c3nc4nc(C)cc(C)n4n3)ccc21 (configuration not stated) the results were mcGAS MS inh 3.
For C=CCn1c(O)c(C#N)c(C)cc1=O the results were mcGAS MS inh -7.
Screening Cc1cccc(Nc2ccc(N3CCN(C(=O)CCC4CCCCC4)CC3)nn2)n1 returned mcGAS MS inh -6.
`CN1C(=O)C2(NC(=O)c3ccccc3N2C)c2ccccc21` (configuration not stated) gave mcGAS MS inh -2.
For Cc1cc(NCCN2CCOCC2)c2cc(OC(F)(F)F)ccc2n1 the results were mcGAS MS inh -2.
For CCOc1ccccc1NC(=O)c1oc2ccccc2c1NC(=O)c1ccc(C)cc1 the results were mcGAS MS inh -9.
CCC1COCCN1C(=O)Nc1ccc(-c2nccc(C)n2)cc1 (configuration not stated) was read as mcGAS MS inh 1.
For O=S(=O)(Nc1nc2ccccc2nc1N1CCCC1)c1ccccc1Cl the results were mcGAS MS inh -2.
`CCn1c(C(C)NCc2ccco2)nc2ccc(Cl)cc2c1=O` (configuration not stated) gave mcGAS MS inh -3.
Screening CSc1nc2ncc3c(=O)n(-c4ccc(C(C)C)cc4)ccc3n2n1 returned mcGAS MS inh -4.
Cc1oc(-c2cccc(Oc3ccccc3)c2)nc1CN1CCNC(=O)C1C (configuration not stated) was read as mcGAS MS inh -11.
Screening Cc1nnc(SCC(=O)N(c2ccccc2)c2ccccc2)n1-n1cccc1 returned mcGAS MS inh -8.
`O=C(OCc1cc(-c2ccccc2F)on1)c1cc2ccccc2oc1=O` gave mcGAS MS inh -3.
COc1ccc(CNS(=O)(=O)c2c(Cl)cc(Br)cc2Cl)cn1 was read as mcGAS MS inh -13.
Cn1c(=O)[nH]c(=O)c2c1nc(N1CCc3ccccc3C1)n2Cc1ccccc1Cl was read as mcGAS MS inh -4.
For CN(C(=O)c1c[nH]c2c(F)cccc2c1=O)C1Cc2ccccc2C1 the results were mcGAS MS inh -1.
For Cc1ncc(C(=O)N2CCCC2C(=O)Nc2cc(Cl)cc(Cl)c2)s1 (configuration not stated) the results were mcGAS MS inh -39.
For O=C(Nc1nc(-c2cccs2)cs1)c1ccc(=O)[nH]c1 the results were mcGAS MS inh 23.
For CC1(C)CN(C(=O)c2cnsn2)CCS1 the results were mcGAS MS inh -7.
Screening COc1ccc(-c2nc(CN3CCC[C@H]3C(N)=O)c(C)o2)c(F)c1 returned mcGAS MS inh -8.
Screening O=[N+]([O-])c1ccc(N2CCN(CCO)CC2)c2nonc12 returned mcGAS MS inh -11.
For Nc1nccc(-c2cccc(CO)c2)n1 the results were mcGAS MS inh -26.
Screening CC(=O)c1cccc(NC(=O)CC(C)n2cncn2)c1 (configuration not stated) returned mcGAS MS inh -13.
COCCn1c(=O)c2c(nc3n(CC4CCCO4)c(C)cn23)n(C)c1=O (configuration not stated) was read as mcGAS MS inh -4.
For COc1ccc(Oc2ncccc2NC(=O)N2CCc3ccccc32)cc1 the results were mcGAS MS inh 21.
Screening O=C(NCC1CCCN(Cc2cccc3nonc23)C1)C1(c2ccc(Cl)cc2)CC1 (configuration not stated) returned mcGAS MS inh -7&-4.
CCn1nnc2c(N3CCOCC3)ncnc21 was read as mcGAS MS inh -10.
Cc1nn(C)c(C)c1CNCCC12CC3CC(CC(C3)C1)C2 was read as mcGAS MS inh 3.
Cc1cc(S(=O)(=O)N2CCCOC2CNC(=O)C(=O)NCCO)ccc1F (configuration not stated) was read as mcGAS MS inh -3.
`O=C1NC2(Nc3sc4c(c31)CCCC4)C(=O)Nc1ccc(Br)cc12` (configuration not stated) gave mcGAS MS inh 33.
For C=CCN(CC=C)S(=O)(=O)c1ccc(NC(=S)NC(=O)Cc2ccc(OC)cc2)cc1 the results were mcGAS MS inh -29.
CCc1ccccc1NC(=O)N(Cc1nc(C(=O)O)cs1)C(C)C was read as mcGAS MS inh -7.
Screening Cc1ccccc1CCNS(=O)(=O)c1cccs1 returned mcGAS MS inh -11.
Screening COc1cc(/C=C/C(=O)N2CCCC2C(C)C)ccc1OCC(N)=O (configuration not stated) returned mcGAS MS inh -14.
`CCCN(CCC)Cc1nc(C(C)C)no1` gave mcGAS MS inh -6.
`O=C(c1ccc(-n2cccc2)cc1)N1CCN(S(=O)(=O)c2cccc3nsnc23)CC1` gave mcGAS MS inh 1.
For Cc1cccc(CN2CCN3CCN(C)CC3C2)c1O (configuration not stated) the results were mcGAS MS inh -12.
Screening O=S(=O)(CCOc1ccccc1)N1C[C@H]2CC=CC[C@H]2C1 returned mcGAS MS inh -43.
For CC(C)(C#N)CCCNc1cccc(S(C)(=O)=O)c1 the results were mcGAS MS inh -3.
CCCCc1ncc(CN2CCCC(C(=O)Nc3ccccc3Oc3cccnc3)C2)[nH]1 (configuration not stated) was read as mcGAS MS inh 0.
Cn1c(=O)n(C)c2cc(CNC(=O)c3cn(CCc4ccccc4)nn3)ccc21 was read as mcGAS MS inh 0.
`CCCc1nnc(Cl)n1-c1cccc2ncccc12` gave mcGAS MS inh 0.
Screening C/C=C(\C)CN(CCc1ccccc1)CC1CCCN(C)C1 (configuration not stated) returned mcGAS MS inh -12.
`O=c1ccn(Cc2ccc(F)c3cccnc23)c2ccccc12` gave mcGAS MS inh -5.
For Cn1cnc(-c2ccc(F)cc2)c1N the results were mcGAS MS inh -6.
For Cc1ccc(-c2nnc(SCc3cn4cccc(C)c4n3)o2)cc1C the results were mcGAS MS inh -1.
Screening CCCN(C(=O)CCn1c(C)csc1=O)C1CCc2ccccc21 (configuration not stated) returned mcGAS MS inh -11.
CCCc1nc(CN(CC)C(=O)C2CCc3ccccc3C2)no1 (configuration not stated) was read as mcGAS MS inh -8.
Screening CCc1nc2n(n1)CC(NCc1cn[nH]c1-c1ccc(C)o1)CC2 (configuration not stated) returned mcGAS MS inh -3.
`COc1ccccc1C1CN(C(=O)C(C)C)CC1C(=O)N1CCOCC1` (configuration not stated) gave mcGAS MS inh -12.
`CN(Cc1cc(-c2ccccc2)no1)Cc1cccc(F)c1F` gave mcGAS MS inh -4.
Cc1ccc(C(C)C)cc1S(=O)(=O)NCc1ccco1 was read as mcGAS MS inh 9.
COCC1(C(=O)NC(c2ccncc2)c2ccc(C)cc2)CCC1 (configuration not stated) was read as mcGAS MS inh -23.
Screening O=C(COc1ccc(Cl)cc1)N(Cc1ccccn1)C1CCSC1 (configuration not stated) returned mcGAS MS inh -35.
For CCN(CC)C(=O)c1c(-c2ccccc2)noc1C the results were mcGAS MS inh -1.
Screening CC1(C(=O)NCc2ccccc2Br)CCN1Cc1csc2ccccc12 (configuration not stated) returned mcGAS MS inh -8.
`Cc1c(C(C)NC2CCN(Cc3ccccn3)CC2)cnn1-c1ccc(F)cc1F` (configuration not stated) gave mcGAS MS inh -2.
`Cc1ccccc1CN1CCN(c2nc3c(c(=O)[nH]c(=O)n3C)n2Cc2cccc3ccccc23)CC1` gave mcGAS MS inh -10.

Not a retest: entries from further up.
Screening O=S(=O)(CCOc1ccccc1)N1C[C@H]2CC=CC[C@H]2C1 returned mcGAS MS inh -43.
For CC(C)(C#N)CCCNc1cccc(S(C)(=O)=O)c1 the results were mcGAS MS inh -3.
CCCCc1ncc(CN2CCCC(C(=O)Nc3ccccc3Oc3cccnc3)C2)[nH]1 (configuration not stated) was read as mcGAS MS inh 0.
Cn1c(=O)n(C)c2cc(CNC(=O)c3cn(CCc4ccccc4)nn3)ccc21 was read as mcGAS MS inh 0.
`CCCc1nnc(Cl)n1-c1cccc2ncccc12` gave mcGAS MS inh 0.
Screening C/C=C(\C)CN(CCc1ccccc1)CC1CCCN(C)C1 (configuration not stated) returned mcGAS MS inh -12.
`O=c1ccn(Cc2ccc(F)c3cccnc23)c2ccccc12` gave mcGAS MS inh -5.
For Cn1cnc(-c2ccc(F)cc2)c1N the results were mcGAS MS inh -6.
For Cc1ccc(-c2nnc(SCc3cn4cccc(C)c4n3)o2)cc1C the results were mcGAS MS inh -1.
Screening CCCN(C(=O)CCn1c(C)csc1=O)C1CCc2ccccc21 (configuration not stated) returned mcGAS MS inh -11.
CCCc1nc(CN(CC)C(=O)C2CCc3ccccc3C2)no1 (configuration not stated) was read as mcGAS MS inh -8.
Screening CCc1nc2n(n1)CC(NCc1cn[nH]c1-c1ccc(C)o1)CC2 (configuration not stated) returned mcGAS MS inh -3.
`COc1ccccc1C1CN(C(=O)C(C)C)CC1C(=O)N1CCOCC1` (configuration not stated) gave mcGAS MS inh -12.
`CN(Cc1cc(-c2ccccc2)no1)Cc1cccc(F)c1F` gave mcGAS MS inh -4.
Cc1ccc(C(C)C)cc1S(=O)(=O)NCc1ccco1 was read as mcGAS MS inh 9.
COCC1(C(=O)NC(c2ccncc2)c2ccc(C)cc2)CCC1 (configuration not stated) was read as mcGAS MS inh -23.
Screening O=C(COc1ccc(Cl)cc1)N(Cc1ccccn1)C1CCSC1 (configuration not stated) returned mcGAS MS inh -35.
For CCN(CC)C(=O)c1c(-c2ccccc2)noc1C the results were mcGAS MS inh -1.
Screening CC1(C(=O)NCc2ccccc2Br)CCN1Cc1csc2ccccc12 (configuration not stated) returned mcGAS MS inh -8.
`Cc1c(C(C)NC2CCN(Cc3ccccn3)CC2)cnn1-c1ccc(F)cc1F` (configuration not stated) gave mcGAS MS inh -2.
`Cc1ccccc1CN1CCN(c2nc3c(c(=O)[nH]c(=O)n3C)n2Cc2cccc3ccccc23)CC1` gave mcGAS MS inh -10.

Other entries
Screening Cc1ccc(F)c(S(=O)(=O)NCc2cc3cc(F)ccc3s2)c1 returned mcGAS MS inh 0.
Screening O=C(CSc1nc2c(c(=O)n1-c1ccccc1)SCC2)N1CCOCC1 returned mcGAS MS inh -6.
Screening Nc1cc[n+](CC(=O)c2ccc3c(c2)OCCO3)cc1 returned mcGAS MS inh -34.
Screening CNc1nc2[nH]c(=O)c(C)nc2c(=O)[nH]1 returned mcGAS MS inh -22.
Cc1ccc2nc(CN(C)C(=O)C3CC(C(C)C)=NO3)[nH]c2c1 (configuration not stated) was read as mcGAS MS inh -26.
Cn1ccnc1SCc1ccc(C(=O)NCCS(C)=O)o1 (configuration not stated) was read as mcGAS MS inh -5.
For Cc1ccc(-c2nnc(CN3CCCC3c3nc4ccccc4s3)o2)n1C (configuration not stated) the results were mcGAS MS inh -23.
For CCc1cc(CN2CCN(CC(=O)N3CCCCC3)CC2)c(O)c(C(C)(C)C)c1 the results were mcGAS MS inh 2.
Cc1ccc(C2(O)CCN(C(=O)C(C)Cn3cncn3)CC2)nc1 (configuration not stated) was read as mcGAS MS inh -14.
`O=C(CN(Cc1ccsc1)C1CC1)N1CCc2sccc2C1` gave mcGAS MS inh -5.
Screening CCOC(=O)c1c(C)[nH]c(C(=O)C(=O)N2CCN(Cc3ccccc3)CC2)c1-c1ccccc1 returned mcGAS MS inh -5.
CCOCCCNc1nncc(-c2ccccc2F)n1 was read as mcGAS MS inh -2.
For CCC(C=NNc1nc(C)cc(C)n1)CC the results were mcGAS MS inh -11.
CCCNC(=O)C1(C)CCN(CCS(=O)(=O)c2ccc(C)cc2)C1 (configuration not stated) was read as mcGAS MS inh -6.
O=C(CSc1ncn[nH]1)c1c[nH]c2ccccc12 was read as mcGAS MS inh -16.
COc1cc(OC)c(C(=O)OCc2ccc(Cl)cc2)cc1OC was read as mcGAS MS inh 22.
O=C(O)c1ccnc(-c2ccnc(-c3ccccc3)n2)c1 was read as mcGAS MS inh 3.
Cc1cc2c(nn1)CCc1nonc1-2 was read as mcGAS MS inh -3.
CCC(NC1CCN(C(=O)c2ccccc2)CC1)c1ccnn1C (configuration not stated) was read as mcGAS MS inh -16.
CSc1cccc(CNCc2cccnc2N2CCN(C(C)=O)CC2)c1 was read as mcGAS MS inh -8.
Cc1nc2c(C)cccn2c(=O)c1NC(=O)c1cccc([N+](=O)[O-])c1 was read as mcGAS MS inh -14.
Cc1cc(O)c(C(c2ccccc2)N2CCN(c3ccc(F)cc3)CC2)c(=O)n1Cc1ccco1 (configuration not stated) was read as mcGAS MS inh -10.
Cc1ccc(CN2CCCC(N3CCN(Cc4ccc5c(c4)OCO5)CC3)C2)s1 (configuration not stated) was read as mcGAS MS inh -16.
O=C(Cc1csc(-c2ccccn2)n1)Nc1ccccc1SCc1ccccc1 was read as mcGAS MS inh -4.
Screening CCNS(=O)(=O)c1cccnc1Nc1ccc(CC)cc1 returned mcGAS MS inh -2.
Screening O=C1c2ccccc2NC(c2ccc(N3CCOCC3)cc2)N1C1CC1 (configuration not stated) returned mcGAS MS inh -6.
For CCN1CCN(c2ccccc2CNCCc2csc(C)n2)CC1 the results were mcGAS MS inh -10.
Screening CC1CN(C(=O)CSc2nccn2C)C(c2ccccc2)CO1 (configuration not stated) returned mcGAS MS inh -36.
`O=C(c1cc2c(s1)CCCC2)N1CCC(Cn2cc(CCO)nn2)CC1` gave mcGAS MS inh -1.
COc1cccc(C=C2N=C(c3cc(OC)c(OC)c(OC)c3)OC2=O)c1 was read as mcGAS MS inh -2.
CC(C)Cc1ccc(CC(=O)Nc2ccccc2CN2CCCC2C(N)=O)cc1 (configuration not stated) was read as mcGAS MS inh 4.
`Brc1ccc(Oc2ncnc3sccc23)c(Br)c1` gave mcGAS MS inh -6.
`CCn1c(C2CCCN(Cc3nc4ccc(F)cc4[nH]3)C2)n[nH]c1=O` (configuration not stated) gave mcGAS MS inh 3.
`CN(Cc1cccc(Cl)c1)C1CCOC1=O` (configuration not stated) gave mcGAS MS inh -5.
COC(=O)C(Cc1ccc(OCCn2c(=O)sc3cc(C(=O)c4ccccc4)ccc32)cc1)C(=O)OC was read as mcGAS MS inh 0.
Screening CCCS(=O)(=O)N1CCN(CCNC(=O)C2CCC2)CC1 returned mcGAS MS inh -5.
N#CC(=Cc1ccc(Br)s1)c1nc2ccccc2[nH]1 was read as mcGAS MS inh -13.

Only part of the results is shown, so the mix of outcomes need not match the whole.
